p53null 39C tox: qHTS Screen for Compounds that Selectively Target Cancer Cells with p53 Mutations: Cytotoxicity of p53 Null Cells at the Nonpermissive Temperature; 55,000 compounds, 0.97% hits; Potency, µM (titrated, usually from 46.1 µM), without a hit: at the top dose activity, negative = cell killing, actives largely listed as cytotoxic; AID 904, 2007; H1299 p53-null (neo) cells, 39C, ATPlite viability, 24 h;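 further: potency means the concentration at half of the fitted maximal effect; 0% = DMSO only and -100% = full killing by 100 µM tamoxifen; nearly all actives have a fitted effect of over 50% in size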
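Temperature-shift cytotoxicity format: compound titrations on p53-null or A138V-expressing H1299 cells held 24 hr at 39C, cell ATP then measured, AC50 from Hill model.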
FH mod: Identification of activators of human fumarate hydratase by quantitative high-throughput screening | Fumarate hydratase, mitochondrial (Homo sapiens), P07954 | FH coupled MDH/diaphorase resazurin fluorescence, 15 min | Potency, µM (doses to about 79.9 µM), for inactives: top-dose activity change, negative = inhibition, most hits filed as inhibitors | 54,000 compounds, 0.22% hits; further: potency means the concentration at half of the fitted maximal effect; on the % scale 0 is the no-effect control and ±100 the full control effect; the screen sought activators but most active calls are inhibition curves; nearly all actives have a fitted effect of over 45% in size
Target sequence (P07954 whole entry, looked up): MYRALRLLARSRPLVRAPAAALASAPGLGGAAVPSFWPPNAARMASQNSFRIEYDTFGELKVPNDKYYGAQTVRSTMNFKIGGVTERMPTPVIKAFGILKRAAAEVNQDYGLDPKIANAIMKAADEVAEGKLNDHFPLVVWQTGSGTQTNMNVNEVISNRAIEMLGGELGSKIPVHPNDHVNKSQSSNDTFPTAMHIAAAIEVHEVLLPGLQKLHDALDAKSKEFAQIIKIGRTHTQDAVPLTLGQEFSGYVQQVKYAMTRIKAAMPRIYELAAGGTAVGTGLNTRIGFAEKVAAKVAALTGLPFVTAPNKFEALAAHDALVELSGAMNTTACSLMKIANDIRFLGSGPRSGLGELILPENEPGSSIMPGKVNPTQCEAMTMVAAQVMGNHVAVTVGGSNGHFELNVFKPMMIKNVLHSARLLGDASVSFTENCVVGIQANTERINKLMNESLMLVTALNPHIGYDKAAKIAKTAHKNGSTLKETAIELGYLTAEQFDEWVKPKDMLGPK
B2AR arrestin ag: qHTS assay of beta-arrestin-biased ligands of beta2-adrenergic receptor: NCGC Sytravon Library Screen; Beta-2 adrenergic receptor (Homo sapiens), P07550; HTLA Tango cells, beta-arrestin recruitment, luciferase luminescence, 18 h; Potency, µM (highest dose often 46.1 µM), for the others: at the highest dose activation, actives largely listed as activators; 44,000 tested, under 10 active; AID 1347077, 2019;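 further: potency means the concentration at half of the fitted maximal effect; 0% = DMSO and full agonism = EC100 isoproterenol or metaproterenol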
Target sequence (P07550 whole entry, looked up): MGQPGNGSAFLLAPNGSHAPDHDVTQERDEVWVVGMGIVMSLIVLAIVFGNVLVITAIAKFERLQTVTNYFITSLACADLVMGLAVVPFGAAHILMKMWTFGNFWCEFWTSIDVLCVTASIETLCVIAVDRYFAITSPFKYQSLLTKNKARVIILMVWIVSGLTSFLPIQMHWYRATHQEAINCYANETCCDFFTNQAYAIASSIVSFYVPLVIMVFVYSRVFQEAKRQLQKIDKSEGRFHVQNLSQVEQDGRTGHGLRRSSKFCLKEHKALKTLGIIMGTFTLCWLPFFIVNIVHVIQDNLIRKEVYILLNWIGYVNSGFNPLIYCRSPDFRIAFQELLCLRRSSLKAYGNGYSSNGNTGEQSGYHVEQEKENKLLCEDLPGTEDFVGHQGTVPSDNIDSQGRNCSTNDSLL
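Tango cells (recombinant beta2-AR, beta-arrestin, tTA-driven luciferase), 1500/well in DMEM 1% FBS, treated 18 h at 37 °C with compounds up to 46 µM; luciferin mix added, luminescence read after 15 min; %activity curves fitted and curve-classed.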
GALK inhibitor: qHTS Assay for Inhibitors of Human Galactokinase (GALK): NCGC Sytravon Library Screen; 44,000 tested, under 10 active; recombinant GALK, Kinase-Glo ATP luminescence, 1 h; Potency, µM (highest dose often 57.5 µM), for inactives: at the top dose activity, negative = inhibition, most hits filed as inhibitors; AID 1347072, 2019; P51570;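 further: plate controls were full GALK reaction for no effect and reaction lacking GALK for full effect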
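Luminescent ATP-depletion readout (Kinase-Glo Plus) after 1 h room-temperature incubation of human GALK (5 nM) with galactose 100 µM and ATP 35 µM, pH 8.0 HEPES/Mg2+ buffer; compounds tested in qHTS format.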
p53null 32C kill: qHTS Screen for Compounds that Selectively Target Cancer Cells with p53 Mutations: Cytotoxicity of p53 Null Cells at the Permissive Temperature; H1299-neo p53 null cells, ATP luminescence, 24 h, 32C; Potency, µM (top dose mostly 46.1 µM), inactives show at the highest dose activity change, negative = cytotoxicity, actives largely listed as cytotoxic; 55,000 compounds, 0.62% hits; AID 903, 2007;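 further: potency means the concentration at half of the fitted maximal effect; 0% = DMSO only and -100% = full killing by 100 µM tamoxifen; nearly all actives have a fitted effect of over 55% in size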
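H1299-neo (p53-null) cells, 600/well, were pre-incubated overnight at 37C, then exposed to compounds at up to 46 uM for 24 hr at 32C. Viability was measured as ATP content by luminescence, and AC50 values came from Hill fits.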
TSG101-PTAP inh: qHTS Validation Assay for Inhibitors of HIV-1 Budding by Blocking the Interaction of PTAP/TSG101: Sytravon Library Screen; Fluorescence polarization, FITC-PTAP peptide/Tsg101, 20 min; Potency, µM (top dose mostly 115 µM), inactives show at the top dose activity change, negative = inhibition, usual class: inhibitors; 44,000 tested, under 10 active; AID 1347069, 2019; further: potency means the concentration at half of the fitted maximal effect; 0% is about no effect
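Read-out is FITC fluorescence polarization. Compounds were added to Tsg101 binding domain (10 uM final), then FITC-PTAP peptide (50 nM final), 20 min at r.t. Total S+P intensity flags fluorescent compounds.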
NTMT1 inhibitor: Primary qHTS for Inhibitors of N-terminal methyltransferase 1 (NTMT1): MTaseGlo Assay; N-terminal Xaa-Pro-Lys N-methyltransferase 1 (Homo sapiens), Q9BV86; NTMT1 MTase-Glo SAH luminescence, purified enzyme; Potency, µM (highest dose often 114 µM), inactives show at the highest dose activity change, negative = inhibition, usual class: inhibitors; 59,000 compounds, 2.5% hits;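 further: potency means the concentration at half of the fitted maximal effect; plate controls were DMSO vehicle for no effect and no enzyme for full effect; nearly all actives have a fitted effect of over 65% in size; many of its hits are not listed in these tables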
Numbers without * were called inactive; ? = inconclusive; / = not tested or not shown; [ ] = another dose, or the depositor's remark. The call rests on the fitted dose curve; in most records, active means well fitted curve in the direction sought with a large enough effect; inconclusive means small, poorly fitted or top-dose-only effect, or another doubt; inactive means no such curve, though single readings can be large; an effect the other way counts as inactive or inconclusive. This is a subset, so the mix of outcomes need not match the whole.

SMILES | p53null 39C tox | FH mod | B2AR arrestin ag | GALK inhibitor | p53null 32C kill | TSG101-PTAP inh | NTMT1 inhibitor
CNS(=O)(=O)c1ccc(OC)c(-c2nnc3c4ccccc4c(C)nn23)c1 | -11% | 8% | 1% | 0% | 3% | -1% | 0%
COc1cccc2c1cc1c(=O)n(CC(=O)N3CCN(c4cccc(Cl)c4)CC3)nc(C)n12 | -9% | -7% | 1% | 9% | 3% | -3% | 2%
Cc1cccc(N(CC(=O)NCCSCc2cccc(Cl)c2)S(=O)(=O)c2ccccc2)c1C | 25% | -15% | -2% | 0% | 14% | -4% | 2%
Cn1c(=O)c2c(SCC(=O)NCC3CCCO3)nc(-c3ccccc3F)nc2n(C)c1=O (stereo unspecified) | 13% | 2% | 0% | 0% | 3% | -2% | -4%
Cc1ccc(-c2cn3c(n2)sc2cc(C(=O)NC(C)C45CC6CC(CC(C6)C4)C5)ccc23)cc1 (stereo unspecified) | -7% | -2% | 0% | 0% | -5% | 7% | 19%
Cc1ccc(NC(=O)Cn2c(=O)nc(-c3ccccc3)c3ccccc32)cc1 | -25% | -14% | 1% | 4% | -4% | 0% | ?
CCC(=O)N1CCc2cc(Br)cc(S(=O)(=O)NCc3cccc(OC)c3)c21 | -17% | 0% | -1% | 3% | 11% | -4% | -3%
COC(=O)C1=C(C)NC(=O)NC1c1cn(-c2ccccc2)nc1-c1ccc(OC)c(Cl)c1 (stereo unspecified) | 16% | -24% | 0% | 0% | -5% | 4% | 9%
COc1cccc(N2CCN(S(=O)(=O)c3ccc(-c4cc(C(F)(F)F)on4)s3)CC2)c1 | -2% | -2% | 2% | 1% | 2% | 1% | -6%
Cc1ccc(C(=O)NCC(c2ccc3c(c2)OCO3)N2CCN(c3ccc(F)cc3)CC2)cc1 (stereo unspecified) | 12% | ? | 0% | 0% | 1% | -2% | 15%
O=S(=O)(NCCc1csc2nc(-c3ccc(F)cc3)nn12)c1ccc(Br)cc1 | 27% | -6% | 1% | 0% | -5% | 0% | 6%
COc1ccccc1NC(=O)Cn1c(=O)n(CCC(=O)NCC2CCCO2)c(=O)c2cc(OC)c(OC)cc21 (stereo unspecified) | -9% | 7% | 1% | -1% | 5% | -1% | ?
Cc1oc(-c2ccc(C(=O)NCCc3ccc(Cl)cc3)cc2)nc1CSc1ccccc1 | -13% | 22% | 1% | -5% | -26% | 0% | 0%
Cc1ccccc1CNC(=O)C(=O)NCC(c1ccco1)S(=O)(=O)c1ccccc1 (stereo unspecified) | 32%[activator] | 15% | -3% | 3% | -7% | -1% | 6%
COc1ccccc1-c1noc(CCC(=O)Nc2ccc(C)cc2C)n1 | 14% | -6% | 0% | 5% | -8% | -2% | 8%
Cc1ccc2c(=O)cc(C(=O)Nc3c(C)n(C)n(-c4ccccc4)c3=O)oc2c1 | -17% | -3% | -1% | 7% | -2% | -5% | -3%
CCCOc1ccc(C(=O)Nc2ccc3oc(-c4cccc(Cl)c4Cl)nc3c2)cc1 | -3% | -9% | 1% | -3% | -1% | -3% | 0%
Fc1ccc(-c2noc3ncnc(N4CCN(c5ccccc5)CC4)c23)cc1 | 2% | -8% | 1% | 3% | 5% | -3% | 7%
Cc1cccc(CNC(=O)C2CCN(S(=O)(=O)c3ccc4c(c3)CCCN4C(=O)C3CCC3)CC2)c1 | 12% | -36% | -1% | 3% | 4% | -9% | 6%
CCCCNC(=O)CN1C(=O)CSc2ccc(S(=O)(=O)N3CCC(C)CC3)cc21 | 8% | 19% | 0% | 0% | -3% | 3% | -2%
CCOC(=O)c1cc(-c2ccc(C)cc2)n(CC(=O)Nc2ccc(OC)c(Cl)c2)c1C | ? | -4% | 1% | 0% | -27% | -3% | 11%
Cc1ccc(CNC(=O)c2cc(=O)c3cc(C)c(C)cc3o2)cc1 | -6% | -13% | 0% | 8% | 1% | -2% | 24%
Cc1cccc(C2NC(=O)c3c(sc4c3CCN(C)C4)N2)c1O (stereo unspecified) | -22% | -10% | 1% | 0% | -9% | -11% | ?
Cc1ccc(/C=C/C(=O)Nc2nc(-c3cccs3)ns2)cc1 | -17% | -3% | -4% | 0% | -18% | -8% | 8%
COC(=O)Cc1c(C)c2cc3c(c(C)c2oc1=O)OCN(CCc1ccc(F)cc1)C3 | -4% | / | 1% | -13% | -2% | 2% | /
O=C(c1cc(S(=O)(=O)N2CCCC2)c[nH]1)N1CCN(c2cccc(Cl)c2)CC1 | -10% | -7% | 0% | 2% | 13% | -19% | 1%
O=C(CCCCCn1c(=O)[nH]c2ccccc2c1=O)N1CCN(c2ccc(Cl)cc2)CC1 | -7% | -5% | -3% | 2% | -11% | 3% | 5%
COc1ccc(NC(=O)CCNS(=O)(=O)c2cccc3nonc23)cc1 | 2% | 1% | 1% | 4% | -3% | -6% | 3%
Cc1ccc(-n2ncc(C(=O)N3CCN(C4CCCCC4)CC3)c2C2CCN(C(=O)OC(C)(C)C)CC2)cc1 | -12% | 0% | 1% | 3% | 3% | -3% | 3%
COc1ccc(-c2noc(CSc3nc4ccc(C)cc4[nH]3)n2)cc1 | -1% | -19% | -2% | -13% | 4% | 6% | 12%
CCOc1ccccc1NC(=O)c1nnn(CC(=O)Nc2ccccc2CC)c1N | 7% | -2% | 0% | 0% | 6% | 0% | 10%
CCCN(Cc1cccs1)C(=O)Nc1ccc(Br)cc1F | -11% | -9% | -3% | 2% | -5% | 1% | 1%
COc1cccc(CNC(=O)CN2C(=O)COc3ccc(S(=O)(=O)Nc4ccccc4)cc32)c1 | 15% | -5% | -1% | 0% | 6% | 2% | 3%
CCOc1ccccc1CNC(=O)c1c(C)oc2ncnc(N3CCOCC3)c12 | -10% | 6% | 1% | -5% | 4% | -1% | 5%
Cc1cc(C)cc(NS(=O)(=O)c2ccc3[nH]cc(C(=O)NCc4ccccc4Cl)c(=O)c3c2)c1 | 6% | ? | -2% | 0% | 9% | -6% | 21%
CCN(C(=O)Cn1c(=O)oc2cc(S(=O)(=O)N3CCCCCC3)ccc21)c1cccc(C)c1 | -8% | -10% | -3% | 7% | -5% | -6% | 18%
COc1ccc(-c2[nH]nc3nc(-c4cc(OC)c(OC)c(OC)c4)cc(C(=O)O)c23)cc1 | 5% | 0% | 0% | ? | -6% | 1% | 0%
CCN(Cc1ccccc1)C(=O)CN1C(=O)COc2ccc(S(=O)(=O)NC3CCCC3)cc21 | -7% | -2% | 0% | 0% | -3% | 3% | ?
O=C(Nc1ccc(OC(F)(F)F)cc1)C1CCCN(S(=O)(=O)c2ccc(Br)s2)C1 (stereo unspecified) | ? | -4% | 1% | 4% | 2% | 0% | -2%
CCCNC(=O)c1ccc2c(c1)nc(C)n2-c1cccc(C)c1 | 24% | -8% | -1% | 5% | -4% | 0% | -4%
CCC(C)c1ccc2oc(-c3ccc(NC(=O)c4cc5ccccc5o4)cc3)nc2c1 (stereo unspecified) | 8% | 4% | 7% | 0% | -3% | 1% | 6%
COc1ccc(NC(=O)CCc2nc3c(C)nn(-c4ccc(C)cc4)c3n(C)c2=O)c(OC)c1 | 3% | -1% | 1% | 3% | 0% | -6% | -1%
O=C(Nc1ccccc1F)C(Cc1ccccc1)n1cccc1 (stereo unspecified) | -8% | -12% | 0% | -2% | -9% | -3% | 4%
Cc1c(Cl)cccc1NC(=O)Cn1cc2c(n1)CCCC2 | -10% | 2% | -3% | -10% | -4% | 4% | 0%
COc1ccc(-n2cc(C(=O)NCc3ccc(Cl)cc3)c3ccccc3c2=O)cc1 | 31%[activator] | -10% | -1% | 4% | 17% | 3% | 18%
O=C(Nc1cc(Cl)ccc1Cl)c1cc(S(=O)(=O)NCCc2ccccc2)ccc1F | 6% | -38% | 0% | -1% | -3% | 0% | -8%
CCC1CN(C(=O)N2CCC(C(=O)NCc3ccc(C)o3)CC2)c2ccccc2O1 (stereo unspecified) | -2% | -3% | -1% | 1% | 5% | 1% | 4%
COc1ccc2c(c1)CC(C(=O)NCCCN1CCN(c3ccc(F)cc3)CC1)CO2 (stereo unspecified) | ? | -9% | -1% | -1% | -10% | -3% | -15%
CCC(Sc1nc2c(sc3ccccc32)c(=O)n1CCCC(=O)NC1CCCC1)C(=O)Nc1cccc(OC)c1 (stereo unspecified) | -21% | 6% | 1% | 8% | -12% | 2% | -5%
Cc1nc2c(c(C)c1CCC(=O)NCc1ccc(Cl)cc1)c(=O)n(C)c(=O)n2C | -6% | -9% | 1% | 8% | 4% | 0% | ?
Cc1ccc(C(=O)NCC(c2cccs2)S(=O)(=O)c2cccs2)cc1 (stereo unspecified) | -24% | ? | -3% | -1% | 4% | 2% | 6%
COc1ccc(N2CCN(c3nc4ccc(C)cc4n4nnnc34)CC2)cc1 | 0% | / | 0% | 2% | -1% | 1% | /
COc1cccc(C2CC(=O)Nc3c2c(=O)nc2c(C)cccn32)c1OC (stereo unspecified) | 3% | -18% | 0% | -1% | 4% | -6% | 5%
COc1cccc(CNC(=O)c2sc3ncccc3c2-n2c(C)ccc2C)c1OC | ? | -20% | 0% | 1% | 24% | 3% | 0%
COC(=O)CC1Oc2ccccc2-n2cc(-c3ccc(Cl)cc3)nc21 (stereo unspecified) | / | -15% | 0% | 7% | / | -3% | 17%
O=C(Nc1ccc(S(=O)(=O)N(Cc2ccccc2)c2ccccc2)cc1)c1ccc(F)cc1 | 29% | ? | -5% | 5% | 15% | 0% | 8%

An excerpt from above, reduced to TSG101-PTAP inh, p53null 32C kill and p53null 39C tox.
compound | TSG101-PTAP inh | p53null 32C kill | p53null 39C tox
COc1ccc(N2CCN(c3nc4ccc(C)cc4n4nnnc34)CC2)cc1 | 1% | -1% | 0%
COc1cccc(C2CC(=O)Nc3c2c(=O)nc2c(C)cccn32)c1OC (stereo unspecified) | -6% | 4% | 3%
COc1cccc(CNC(=O)c2sc3ncccc3c2-n2c(C)ccc2C)c1OC | 3% | 24% | ?
COC(=O)CC1Oc2ccccc2-n2cc(-c3ccc(Cl)cc3)nc21 (stereo unspecified) | -3% | / | /

From PubChem
